# Screens (PubChem)
# sPLA2-III inh: Blocks human group III sPLA2 activity; QFRET BODIPY PC-A2 liposome hydrolysis, fluorescence; actives 0.56% (n = 370,000); inhibition, % at 12.2 µM;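 active = inhibition above mean plus 3 SD of compounds lying within the high and low control bounds, cut at about 19% in these data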;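 also: 0% = median of test compound wells and 100% = no enzyme DMSO wells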
# PLC-beta3 inh: PLC-beta3 (human) inhibition, primary screen; AID 720704; actives 0.18% (n = 370,000); Purified PLC-beta3, fluorogenic substrate, fluorescence; inhibition, % at 12.2 µM; Q01970; in the data active = inhibition above about 11%;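 also: 0% = median of compound wells on plate and 100% = full blocker control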
# proKLK7 act: activators of human kallikrein-7 zymogen; P49862; purified proKLK7, EDANS-DABCYL substrate fluorescence; 100% is mature enzyme control, 0% vehicle; activation, % at 7 µM; actives 0.9% (n = 370,000); AID 652039;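 active = activation above the mean of all tested compounds plus 3 SD, computed per campaign excluding outliers beyond control limits, cut at about 13% in these data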
# Tn6 DDE FP: inhibitors of Tn6 peptide binding to human fibrin DD(E); inhibition, % at 8.3 µM; P02675; Fibrin DD(E) TRITC-Tn6 fluorescence polarization displacement; actives 0.21% (n = 370,000);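 active = inhibition above a per-campaign cutoff: mean of compounds within control limits plus 3 SD, cut at about 15% in these data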;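 also: 0% = median of all compound wells on the plate and 100% = blocking peptide control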
# Target sequence (P02675 whole entry, looked up): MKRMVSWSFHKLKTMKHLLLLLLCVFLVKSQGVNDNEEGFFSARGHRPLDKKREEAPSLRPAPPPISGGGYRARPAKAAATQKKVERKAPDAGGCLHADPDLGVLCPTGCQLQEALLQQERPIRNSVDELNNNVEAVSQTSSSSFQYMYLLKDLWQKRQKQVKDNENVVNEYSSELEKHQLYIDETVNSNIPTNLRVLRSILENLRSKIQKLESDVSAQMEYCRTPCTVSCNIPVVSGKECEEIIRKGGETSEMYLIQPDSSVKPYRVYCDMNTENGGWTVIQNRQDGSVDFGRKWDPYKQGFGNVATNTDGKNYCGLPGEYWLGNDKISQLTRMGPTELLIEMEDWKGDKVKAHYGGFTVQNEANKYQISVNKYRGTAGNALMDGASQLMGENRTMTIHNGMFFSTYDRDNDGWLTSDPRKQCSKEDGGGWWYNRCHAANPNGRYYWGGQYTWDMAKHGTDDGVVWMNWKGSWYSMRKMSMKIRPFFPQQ
# UHRF1 binding: UHRF1 methyl-DNA binding inhibition | inhibition, % at 4.4 µM | actives 0.75% (n = 370,000) | UHRF1 binding to methylated oligo, TR-FRET | AID 687016 | Q96T88; in the data active = inhibition above about 21%;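 also: UHRF1 SRA domain binding a hemimethylated CpG hairpin DNA probe; 0% = median of test compound wells and 100% = reference inhibitor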
# NR1D1 modulator: modulators of human Rev-erb alpha DNA binding | P20393 | Rev-erbα–FITC-DNA binding, fluorescence polarization, 90 min | activity, % at 10 µM | actives 0.79% (n = 370,000) | AID 1259318;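 active = activity above about 14%, limit read from the data; passing the limit was not always enough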;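 also: 0% = DMSO wells with 35 nM protein and 100% = DMSO wells with 750 nM protein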
# PLC-gamma1 inh: blocks human PLC-gamma1 enzyme activity. actives 0.84% (n = 370,000). inhibition, % at 12.2 µM. purified PLC-gamma1, fluorogenic substrate, fluorescence. P19174; in the data active = inhibition above about 9.5%
# Tn7 DDE FP: DD(E)-Tn7 binding inhibition, primary FP screen | actives 0.13% (n = 370,000) | inhibition, % at 8.3 µM | FP displacement of FITC-Tn7 peptide from fibrin DD(E); 0% = median of compound wells per plate;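 active = inhibition above the mean of compounds falling within the control limits plus 3 SD of them, cut at about 14% in these data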;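 also: 0% = plate median of compound wells and 100% = 10 µM Aha-Tn7 peptide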
#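 Assay system: Fibrin-DD(E) protein isolated from polymerized human fibrin clots; read-out basis: percent inhibition; medium: Tris/NaCl/CaCl2 buffer, pH 7.8; signal: FP measurement; incubation: 10 min plus 3 h, room temperature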
# ASAP1 inh: blocks human ASAP1-stimulated Arf1 GTP hydrolysis | inhibition, % at 16.5 µM | GDP FP detection | Q9ULH1 | actives 0.19% (n = 360,000); in the data active = inhibition above about 25%;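 also: 0% = vehicle with enzyme and substrate and 100% = no enzyme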
# Target sequence (Q9ULH1 325-724 limits assumed): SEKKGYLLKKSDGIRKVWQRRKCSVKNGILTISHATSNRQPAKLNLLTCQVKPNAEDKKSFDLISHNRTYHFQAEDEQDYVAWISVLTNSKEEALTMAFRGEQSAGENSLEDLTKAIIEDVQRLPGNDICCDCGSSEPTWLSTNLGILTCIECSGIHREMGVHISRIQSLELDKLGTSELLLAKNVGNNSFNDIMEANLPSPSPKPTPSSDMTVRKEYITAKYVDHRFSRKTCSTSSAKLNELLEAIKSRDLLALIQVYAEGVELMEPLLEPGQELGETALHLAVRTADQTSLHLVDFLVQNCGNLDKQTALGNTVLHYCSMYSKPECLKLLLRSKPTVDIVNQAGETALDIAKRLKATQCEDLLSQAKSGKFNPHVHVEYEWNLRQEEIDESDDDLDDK
# ARFGAP1 inhibitor: inhibitors of rat ARFGAP1 | Arfgap1-stimulated ARF1 GTP hydrolysis, GDP FP detection | actives 0.26% (n = 360,000) | inhibition, % at 16.5 µM;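 active = inhibition above a per-plate limit, mean inhibition of low control wells plus 3 SD, cut at about 25% in these data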;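 also: 0% = DMSO wells with enzyme and 100% = wells lacking Arfgap1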
# Target sequence (Q62848 1-136 limits assumed): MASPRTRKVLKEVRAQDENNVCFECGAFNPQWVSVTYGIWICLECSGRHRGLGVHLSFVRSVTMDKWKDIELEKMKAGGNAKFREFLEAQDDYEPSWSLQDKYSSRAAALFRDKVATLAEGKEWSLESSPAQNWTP
#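 system = rat Arfgap1 catalytic domain, aa 1-136 | technique = FP, GDP Alexa 633 tracer displaced from anti-GDP antibody, 620/688 nm | compound = one concentration, 16.5 µM, DMSO 1.26% | medium = HEPES-based buffer, pH 7.5 | timing = compound-enzyme preincubation 20 min, reaction 120 min, detection 60 min, 25 °C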
# * marks the source's active call; other numbers are inactive results; . = no result given. Rows were taken by chance, and some 4.5% of all compounds hit somewhere here.
cpd	sPLA2-III inh	ARFGAP1 inhibitor	Tn6 DDE FP	PLC-beta3 inh	NR1D1 modulator	Tn7 DDE FP	UHRF1 binding	proKLK7 act	PLC-gamma1 inh	ASAP1 inh	canonical_smiles
1	-14	.	-2	7	-5	2	-4	0.0	2	.	CCOC(=O)[C@]12CCCCC/C=C\1N(Cc1ccc(OC)cc1)C(=O)[C@H]2CC(=O)NCCCCc1ccccc1
2	-12	3	3	-86	2	-2	6	1.4	-67	11	Cc1oc(C)c2c(=O)ccc3c(c12)OC(N)=C(C#N)C3c1ccccc1 (stereo unspecified)
3	-28	1	-7	1	-6	0	-2	0.3	3	8	Cc1csc(NC(=O)C2CCCN(S(=O)(=O)c3ccc(Br)s3)C2)n1 (stereo unspecified)
4	8	0	-4	-1	3	2	1	0.2	2	3	CCC(=O)N1CCC1(C)C(=O)Nc1ccc2scnc2c1 (stereo unspecified)
5	0	0	2	1	-3	-3	-2	-0.2	2	-10	CCN(C[C@H]1N[C@@](Cc2ccccc2)(C(=O)OC)[C@H]2C(=O)N(Cc3ccccc3)C(=O)[C@@H]12)C(=O)COC
6	6	10	-2	3	5	-11	0	-0.8	3	-8	COc1cc(C(=O)Nc2nncs2)cc(OC)c1OC
7	2	4	1	3	-7	0	1	0.0	-4	3	CCOc1ccccc1N(CC(=O)N1CCOCC1)S(=O)(=O)c1ccccc1
8	-2	-2	-1	-3	4	3	0	1.2	-1	5	O=C(O)CCCCCCCCCC(=O)c1cccs1
9	2	1	-1	0	-1	-11	2	-0.3	4	-1	COC(=O)c1ccsc1NC(=O)CN1CCN(c2ncccn2)CC1
10	2	10	2	1	-4	2	-2	0.2	2	-7	CCNc1nc(N2CCCCC2)nc(-n2nnc(C(=O)OCC)c2C)n1
11	1	3	6	-4	-2	-3	3	0.2	-4	8	COc1cc(CCC(=O)Nc2cc(Cl)ccc2N2CCN(C)CC2)cc(OC)c1OC
12	13	-9	-7	-51	1	1	5	1.3	-41	-12	COc1cc(OC)c(-c2sc(Nc3ccccc3)n[n+]2-c2ccc(F)cc2)cc1OC
13	4	18	-1	0	4	5	-4	0.1	-3	-22	Cn1ncc2c1ncn1nc(CCc3ccccc3)nc21
14	-39	9	-5	0	-6	-12	-3	0.2	3	-4	Cc1cccc(Nc2nnc(SCC(=O)Nc3ccccc3[N+](=O)[O-])s2)c1
15	-3	-3	1	0	-3	0	-1	-0.1	-3	-3	O=C(c1cccc(S(=O)(=O)N2CCCCC2)c1)N1CCN(S(=O)(=O)c2ccc(F)cc2)CC1
16	8	2	-4	-5	-3	-12	4	-0.3	1	4	CC(=O)Nc1cccc(NC(=O)CSc2nc3c(=O)n(C)c(=O)n(C)c3n2C)c1
17	-5	1	5	0	-3	-6	3	0.1	3	9	O=C(C[C@@H]1C/C=C\CC[C@@H](Cc2ccc(F)cc2)C(=O)OC[C@@H](Cc2ccccc2)NC1=O)NCCO
18	-5	10	-7	0	-4	2	1	0.6	0	6	CCOC(=O)Cc1csc(NC(=O)COc2cccc(C)c2)n1
19	2	10	-11	-1	-7	3	5	-0.4	0	-7	Cc1sc2nc(SCC(=O)Nc3cccc(C(=O)O)c3)[nH]c(=O)c2c1C
20	-18	24	-6	-92	-3	2	0	-1.3	-64	21	Cc1cccc(-c2ccc3[nH]c4c(c3c2)CCN2C[C@@H]([C@H](C)OC(=O)Nc3ccccc3C)[C@@H](N(C)C(=O)Nc3ccccc3C)C[C@@H]42)c1
21	-4	-5	2	0	0	3	0	-0.1	1	3	Cc1noc(C)c1C(=O)OCC(=O)NC(c1ccccc1)c1ccccc1
22	-3	1	1	-3	-8	4	-2	0.0	3	-6	CCc1ccc(OC(=O)c2cccnc2)cc1
23	-2	-2	-5	-4	0	-4	-3	-0.4	2	3	COc1cccc2c1Oc1ncccc1N(C(=O)CCC(=O)NCc1ccccc1F)C2
24	1	2	0	-2	0	-12	2	-0.1	0	-3	CSc1ccccc1C(=O)N1CCC(CCC(=O)NCc2ccc(F)cc2)CC1
25	-16	11	1	2	6	-3	-3	0.1	3	-13	COc1ccc(N(CC(=O)NCc2ccc(Cl)cc2)S(=O)(=O)c2ccccc2[N+](=O)[O-])c(OC)c1
26	-5	-8	4	-6	1	10	-3	0.0	-4	-8	CC1=C(C(=O)OCc2cc(C)on2)N2C(=O)[C@@H](NC(=O)OCc3cc(C)on3)[C@H]2SC1
27	-1	-9	-1	-6	2	-9	-1	-0.2	5	-10	Cc1nnc(NC(=O)CSc2nnc(NC(=O)C(C)(C)C)s2)s1
28	4	4	1	-6	-2	-1	-1	-1.3	-1	1	O=C(Nc1cc(Cl)ccc1N1CCOCC1)c1cc2ccccc2o1
29	-4	-4	4	2	-2	-3	1	0.1	1	8	CC1CCCCN1CC(=O)NC(=O)NCc1ccccc1 (stereo unspecified)
30	15	-13	-3	-2	0	-2	3	0.0	0	-8	COc1ccc(S(=O)(=O)N2CCC(C(=O)NCCC(=O)NCc3cccnc3)CC2)cc1

# Results in PLC-gamma1 inh and ASAP1 inh, for 5 of the compounds above:
cpd	molecule	PLC-gamma1 inh	ASAP1 inh
12	COc1cc(OC)c(-c2sc(Nc3ccccc3)n[n+]2-c2ccc(F)cc2)cc1OC	-41	-12
20	Cc1cccc(-c2ccc3[nH]c4c(c3c2)CCN2C[C@@H]([C@H](C)OC(=O)Nc3ccccc3C)[C@@H](N(C)C(=O)Nc3ccccc3C)C[C@@H]42)c1	-64	21
10	CCNc1nc(N2CCCCC2)nc(-n2nnc(C(=O)OCC)c2C)n1	2	-7
24	CSc1ccccc1C(=O)N1CCC(CCC(=O)NCc2ccc(F)cc2)CC1	0	-3
11	COc1cc(CCC(=O)Nc2cc(Cl)ccc2N2CCN(C)CC2)cc(OC)c1OC	-4	8

# Back to the main list, starting six compounds before the break.
cpd	sPLA2-III inh	ARFGAP1 inhibitor	Tn6 DDE FP	PLC-beta3 inh	NR1D1 modulator	Tn7 DDE FP	UHRF1 binding	proKLK7 act	PLC-gamma1 inh	ASAP1 inh	canonical_smiles
25	-16	11	1	2	6	-3	-3	0.1	3	-13	COc1ccc(N(CC(=O)NCc2ccc(Cl)cc2)S(=O)(=O)c2ccccc2[N+](=O)[O-])c(OC)c1
26	-5	-8	4	-6	1	10	-3	0.0	-4	-8	CC1=C(C(=O)OCc2cc(C)on2)N2C(=O)[C@@H](NC(=O)OCc3cc(C)on3)[C@H]2SC1
27	-1	-9	-1	-6	2	-9	-1	-0.2	5	-10	Cc1nnc(NC(=O)CSc2nnc(NC(=O)C(C)(C)C)s2)s1
28	4	4	1	-6	-2	-1	-1	-1.3	-1	1	O=C(Nc1cc(Cl)ccc1N1CCOCC1)c1cc2ccccc2o1
29	-4	-4	4	2	-2	-3	1	0.1	1	8	CC1CCCCN1CC(=O)NC(=O)NCc1ccccc1 (stereo unspecified)
30	15	-13	-3	-2	0	-2	3	0.0	0	-8	COc1ccc(S(=O)(=O)N2CCC(C(=O)NCCC(=O)NCc3cccnc3)CC2)cc1
31	-23	2	6	0	4	-1	-1	0.1	1	-20	CN(C)c1ccc(S(=O)(=O)N2CCCCC2)cc1NC(=O)C1=COCCO1
32	5	0	5	-7	-3	-3	1	-0.2	2	-7	O=C(CNc1cccc(C(F)(F)F)c1)N/N=C/c1ccccc1C(=O)O
33	2	0	5	0	-4	5	-1	-0.5	5	13	O=[N+]([O-])c1cccc(/C=N/Nc2nccnc2Cl)c1
34	16	5	-2	5	2	-5	0	0.2	8	8	CCc1ccc(-c2nn(-c3ccccc3)cc2CSC(=N)N)cc1
35	2	3	-5	-1	-3	-3	2	0.2	6	-9	CCC(=O)Nc1cc(=O)[nH]c2ncnn12
36	2	.	-7	-2	5	1	-2	0.3	-1	.	O=C(CNS(=O)(=O)c1ccc(Cl)s1)N1CCN(c2ccccn2)CC1
37	-16	7	2	0	1	-1	1	0.0	3	-6	CC(C)c1ccc(NS(=O)(=O)c2ccc3c(c2)oc(=O)n3C)cc1
38	4	0	-6	-2	-1	7	-2	-0.4	1	-6	COc1ccc(C(=O)C(C)C(C)=O)c(OCc2ccccc2)c1OC (stereo unspecified)
39	4	-5	2	0	-5	1	1	0.6	4	18	Cc1ccc(OCC(=O)N2CC(C)CC(C)C2)c([N+](=O)[O-])n1 (stereo unspecified)
40	-9	-7	6	4	-4	5	0	0.0	1	-3	OCC1(Cc2ccccc2)CCCN(Cc2cnn(-c3ccccc3)c2)C1 (stereo unspecified)
41	-16	10	2	-17	-2	9	-6	0.1	-5	-6	COc1ccc(C(=O)CSc2cc(C)[nH]c(=O)n2)cc1
42	3	-5	4	-4	-7	2	2	0.4	1	-3	COc1ccc(CN(C)C(=O)CNC(=O)c2cccs2)c(OC)c1
43	-13	15	4	-2	-5	3	-2	0.8	-3	5	COc1ccc(N(C)S(=O)(=O)c2cccc(C(=O)OCC(=O)Nc3cc(C)ccc3OC)c2)cc1
44	4	0	1	2	2	-2	0	0.0	0	6	Cc1ccccc1SCC(=O)OCC(=O)Nc1ccc(N(C)C)cc1
45	-4	17	0	-5	-5	-6	0	0.0	-1	-1	Cn1cccc1CC(=O)N/N=C/C(Cl)=C/c1ccccc1
46	6	.	-5	3	-2	2	3	.	3	.	COc1ccc(N2CCN(CCCNC(=O)Cn3c(=O)c4cccn4c4cccnc43)CC2)c(OC)c1
47	-2	8	-1	-23	-4	5	-4	0.4	-16	11	NS(=O)(=O)c1ccc(Nc2nc(-c3ccc(O)cc3O)cs2)cc1
48	-3	-3	3	0	5	0	0	0.0	5	3	CCOc1ccccc1NC(=O)N1CCCC(c2nc(-c3ccc(C)o3)no2)C1 (stereo unspecified)
49	0	10	-8	-6	0	-6	1	-1.4	-5	6	CC(=O)Nc1ccc(/C(C)=N/Nc2nc(Nc3cccc4ccccc34)nc(N3CCOCC3)n2)cc1
50	6	-3	2	-1	4	-5	2	-0.1	-2	-2	OC1CCCCC1
51	-5	7	0	3	-3	-6	-2	0.0	4	12	CCOC(=O)Nc1ccc(S(=O)(=O)N2CCOCC2)cc1
52	-4	7	-2	-10	-5	-4	-2	-0.3	-7	-4	COc1ccc(-c2nn(C)c(=O)c3ccccc23)cc1NC(=O)Cn1nc(C)c2ccccc2c1=O
53	2	-2	-2	2	-3	2	0	0.5	0	-3	CN1CCN(S(=O)(=O)c2ccc(NC(=S)NC(=O)C3CCC3)cc2)CC1

# Quoted from the listing.
# Value for entry 44 under UHRF1 binding: 0
# Value for entry 35 under NR1D1 modulator: -3
# Value for entry 53 under PLC-gamma1 inh: 0
# Value for entry 33 under PLC-beta3 inh: 0
# Value for entry 42 under PLC-gamma1 inh: 1
